High-throughput results deposited in PubChem by several laboratories.
proCasp3 act: procaspase-3 (human) activation | activation, % at 8.5 µM | 330,000 compounds, 0.11% hits | recombinant procaspase-3 D3A, Ac-DEVD-pNA absorbance 405 nm;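 active means activation above the mean of all tested compounds plus 3 SD, cut at about 21% in these data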;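 further: 0% = DMSO alone and 100% = DMSO wells spiked with extra 5 µM PC-3 D3A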
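Test system: Procaspase-3 D3A mutant, all three cleavage aspartates alanine | Dosing: Single dose, 8.5 µM nominal compound, 0.8% DMSO | Schedule: 1 h preincubation, 2 h reaction | Technique: 405 nm absorbance of p-nitroaniline, reads at 0 and 120 min | Repeats: One well per compound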
LAP4-GFP MLPCN: yeast TOR pathway LAP4-GFP modulation; S. cerevisiae LAP4-GFP multiplex, flow cytometry GFP, 3 h; median GFP as percent of DMSO wells; GFP response vs DMSO, % at 10 µM; 320,000 compounds, 0.34% hits;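 active means GFP response vs DMSO above a set limit, about the screen mean plus 3 SD, cut at about 150% in these data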
ZTA counter: ZTA (EBV) inhibition in EBNA-1 counter-screen; P03206; ZTA-DNA binding, fluorescence polarization; inhibition, % at 11 µM; 320,000 compounds, 0.15% hits; in the data active means inhibition above about 33%
AHR act: activators of human aryl hydrocarbon receptor | AID 2796 | activation, % at 5 µM | 320,000 compounds, 2.5% hits | P35869 | AHR-responsive luciferase reporter cells, luminescence; in the data active means activation above about 47%;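 further: 0% = vehicle wells and 100% = reference agonist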
proCasp7 act: activates human procaspase-7, counter-screen for procaspase-3 activators | recombinant procaspase-7, Ac-DEVD-pNA absorbance 405 nm; D23A/D198A/D206A triple mutant, cannot self-cleave; scale: DMSO 0, 5 µM enzyme 100 | activation, % at 8.5 µM | AID 463210 | 330,000 compounds, 0.093% hits;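 active means percent activation above the screen-wide mean plus 3 SD, cut at about 25% in these data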
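Test system: Procaspase-7 triple mutant (PC-7 D3A). Also added: Ac-DEVD-pNA substrate, 400 µM as added. Schedule: 1 h enzyme–compound preincubation and 2 h substrate reaction, both 25 °C. Signal: p-Nitroaniline absorbance at 405 nm, read at 0 and 120 min. Control set: low DMSO alone, high DMSO plus 5 µM PC-7.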
MEP2-GFP yeast: alters MEP2-GFP fluorescence in TOR pathway yeast screen; AID 2016; 330,000 compounds, 0.51% hits; S. cerevisiae MEP2-GFP strain, flow cytometry GFP, 3 h; 100% = DMSO control level; GFP response vs DMSO, % at 10 µM;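 active means GFP response versus DMSO above a set limit, roughly screen mean plus 3 SD, cut at about 180% in these data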;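 further: median GFP fluorescence of the barcode-gated MEP2-GFP cells per well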
EBNA-1 inh: blocks EBNA-1 binding to DNA. EBNA-1 DNA binding, fluorescence polarization. inhibition, % at 14.8 µM. 300,000 compounds, 0.34% hits; in the data active means inhibition above about 28%
RPL19A-GFP yeast: modulators of TOR pathway RPL19A-GFP in S. cerevisiae | S. cerevisiae RPL19A-GFP strain, flow cytometry, 3 h; stronger effect = lower value | percent response vs DMSO, % at 10 µM | 330,000 compounds, 0.3% hits;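 active means percent response vs DMSO below 50%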;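 further: median channel GFP fluorescence of the barcoded RPL19A-GFP strain; ratio of sample median GFP to plate DMSO average so 100% = DMSO; lower means less RPL19A-GFP as with rapamycin TOR inhibition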
* = called active by the depositor; . = not tested or not shown. Not a hit list; about 3.8% have a hit in one of these screens.

Order of values – MEP2-GFP yeast	RPL19A-GFP yeast	EBNA-1 inh	proCasp3 act	AHR act	ZTA counter	proCasp7 act	LAP4-GFP MLPCN
CCCCC(=O)Nc1nc(C)c(-c2csc(Nc3ccc(Cl)cc3)n2)s1
    100	100	7	-8	49*	-13	-15	131
Cc1cc([N+](=O)[O-])nn1Cc1noc(C(=O)NCCCn2ccnc2)n1
    118	101	2	2	5	-13	-10	99
Cc1ccc(Cl)cc1NC(=S)N(C)N
    104	96	0	1	3	1	-7	103
CN1/C(=C/C=C(/C#N)C(N)=O)C(C)(C)c2ccccc21
    103	110	-4	-10	-7	-10	-18	110
Cc1ccc(S(=O)(=O)NC(CC(=O)O)c2ccccc2)c(C)c1 (stereo unspecified)
    98	94	-4	0	0	-2	1	96
Cc1ccc(OCC(=O)NCCCNC(=O)c2ccncc2)cc1C
    107	107	-7	-9	1	-9	-2	91
O=C(NC(=S)Nc1ccc(N2CCOCC2)cc1)c1cccc([N+](=O)[O-])c1
    .	.	6	0	8	16	9	.
COc1ccc(-c2nnc(-c3cccnc3)o2)cc1
    103	100	-2	8	1	-2	15	99
Cc1cc(C(=O)OCC(=O)N(C)c2ccccc2)c2ccccc2n1
    114	105	.	-5	3	.	5	106
O=C(CSc1ccccc1Cl)NC1CCCc2ccccc21 (stereo unspecified)
    95	101	5	6	3	-11	-14	100
c1ccc(-c2nc3nonc3c3nc4ccccc4n23)cc1
    103	106	11	8	37	-1	5	104
CCC(CC)C(=O)Nc1c2c(nn1-c1ccc(OC)cc1)CS(=O)C2 (stereo unspecified)
    96	98	4	0	-2	-19	6	92
Cc1ccc(S(=O)(=O)NC(=O)Nc2ccccc2F)cc1
    99	97	-7	-5	-1	15	11	89
COc1ccc(S(=O)(=O)N2CCCCC2C)cc1 (stereo unspecified)
    99	106	3	1	0	-4	2	89
O=C(COc1ccccc1Cl)NCCNC(=O)c1ccco1
    97	104	-3	-2	-1	-7	5	88
O=C(Nc1cccnc1N1CCOCC1)c1ccco1
    105	98	-16	-1	4	-5	3	95
Nn1c(SCC(=O)N2CCCC2=O)nnc1-c1cccs1
    85	93	2	-3	1	-1	2	94
Cc1ccc2[nH]c3c(N4CCN(Cc5ccccc5)CC4)ncnc3c2c1
    101	103	-7	4	65*	0	10	99
Cc1ccc(NC(=O)c2ccc3c(c2)OCCO3)cc1
    107	100	-5	6	-7	8	5	115
CCS(=O)(=O)c1nc(S(=O)(=O)c2ccc(C)cc2)c(N2CCCC(C)C2)s1 (stereo unspecified)
    108	99	-2	4	-2	5	0	99
Cc1ccc(C(C)C)c(OCc2ccc(C(=O)N/N=C/c3cccc(O)c3O)cc2)c1
    100	91	3	-12	-2	21	-10	114
O=c1[nH]c(SCC2CCCCO2)nc2ccccc12 (stereo unspecified)
    99	99	0	-5	23	7	8	105
CN1C(=O)CC(P(=O)(c2ccccc2)c2ccccc2)N(C)C1=O (stereo unspecified)
    90	96	-2	6	-1	-3	-6	90
CCc1ccc(NC(=O)CCC(=O)N2CCSc3ccccc32)cc1
    109	105	7	2	69*	12	3	102
Nn1c(C2CCC2)nc2cc(Cl)ccc2c1=O
    122	113	0	4	1	-1	-2	106
COc1ccc(-n2c(SCC(=O)Nc3nccs3)nnc2-c2ccoc2C)cc1
    101	99	4	3	3	-11	7	100
CC1(c2ccc(Cl)cc2)NC(=O)CS1 (stereo unspecified)
    113	105	-7	1	-1	-1	-5	91
COCCNC(=O)C1CCCN(S(=O)(=O)c2ccc3c(c2)CC(C)N3C(=O)C2CC2)C1 (stereo unspecified)
    106	101	-7	8	-1	-8	1	100
Nc1nc(SCC(=O)Nc2cc(Cl)c(Cl)cc2Cl)n[nH]1
    103	101	.	-18	-1	.	-4	104
CC(C)C(C(=O)NCC1CCCO1)N(C(=O)CNS(=O)(=O)c1ccc(F)cc1)c1ccccc1 (stereo unspecified)
    112	99	0	-1	-1	-28	-5	103

Order of values – MEP2-GFP yeast	RPL19A-GFP yeast	EBNA-1 inh	proCasp3 act	AHR act	ZTA counter	proCasp7 act	LAP4-GFP MLPCN
CCOC(=O)c1c(C)[nH]c(C)c1S(=O)(=O)NCCc1ccc(SC)cc1
    98	98	-14	2	12	-3	0	90
Cc1ccc(C(=O)N/C(=C\c2ccco2)C(=O)NCCc2c[nH]c3ccccc23)cc1
    108	105	-6	-9	19	-4	4	100
CC[C@@]12C(=O)N(c3ccc(OC)cc3)C(=O)N1[C@H](c1cccc(C)c1)[C@@H]1C(=O)N(Cc3ccccc3)C(=O)[C@@H]12
    92	98	2	6	2	14	1	114
COC(=O)COc1cccc(NC(=O)c2cccs2)c1
    104	99	-5	1	1	-7	5	102
O=C(NNC(=O)c1ccccc1Cl)c1ccncc1
    98	100	5	-3	-1	-9	1	97
C/C(=N\NC(=O)COc1ccccc1)c1ccc(O)cc1
    106	112	-9	-2	11	-9	2	86
CCOc1ccccc1NC(=S)NCC1CCCO1 (stereo unspecified)
    104	100	6	-12	1	-7	-11	106
Cc1cc(NC(=O)CSc2cn(C)c3ccccc23)no1
    103	97	6	-13	10	21	4	105
COc1ccc2nc(NC(=O)c3ccc(-n4nc(C)cc4C)cc3)sc2c1
    100	100	3	5	2	5	14	98
COc1ccc(Br)cc1S(=O)(=O)n1nc(C)cc1C
    112	100	3	13	-1	15	0	92
CCOC(=O)C1CCCN(c2c(NCC3CCCN3CC)c(=O)c2=O)C1 (stereo unspecified)
    99	99	-5	8	-3	5	14	100
CCCCSc1nnc(-c2ccc(NC(C)=O)cc2)n1C
    93	97	-3	13	1	-10	11	86
COc1ccc(-c2cn(Cc3cccc(OC)c3)nn2)cc1
    102	98	1	6	4	-2	-3	105
Cc1ncc(CN2CCCCC2C(=O)Nc2ccc(Oc3ccccc3)nc2)cn1 (stereo unspecified)
    97	103	-11	7	-3	-3	3	91
Cc1cccc(NC(=O)c2ccc(CN3CCN(Cc4ccccc4)CC3)cc2)c1
    100	112	9	-5	-5	3	5	102
CCCCC1=CC2=C(c3ccco3)C(=O)C(C)(OC(=O)c3ccc(OC)cc3)C(=O)C2=CN1CCCOC(C)C (stereo unspecified)
    105	100	-1	2	6	-1	-11	93
O=C(COc1ccc(C(=S)N2CCC(Cc3ccccc3)CC2)cc1)N1CCOCC1
    80	91	-1	-6	2	0	-8	85
CSc1cccc(CNC(=O)C2CCC(=O)N(CCCN3CCCC3=O)C2)c1 (stereo unspecified)
    100	107	-2	1	-4	0	3	87
CC(=O)N1CCN(c2ccc(NC(=O)c3ccc(C)c([N+](=O)[O-])c3)cc2)CC1
    99	101	-8	3	-8	-1	4	100
Cc1nn(-c2ccccc2)c(CC(C)(C)C(=O)O)c1C(=O)O
    120	104	0	3	1	6	12	105
COc1ccc(N2C(=O)C(F)(F)C2c2cccc(F)c2)cc1 (stereo unspecified)
    101	104	5	2	0	-9	9	97
O=c1c(C=NCCCn2ccnc2)c(-c2ccccc2)[nH]n1-c1nc2ccccc2s1
    100	113	-1	0	16	-4	-4	75
CCOC(=O)C1=C(C)N(CCCC(=O)O)C(=O)NC1c1ccccc1OC(=O)c1cccs1 (stereo unspecified)
    .	.	6	12	38	10	0	.
Cc1cc(C)cc(NCCC#N)c1
    101	100	2	2	4	-1	-4	105
Cc1[nH]c2ccc(F)cc2c1CCN(Cc1cccnc1)C(=S)Nc1ccc(F)cc1
    101	96	-8	5	2	-12	2	108
CCC[C@@H]1Cc2ccccc2N1C(C)=O
    89	97	.	5	1	14	12	87
O=C(O)c1cc(Cl)c(Cl)cc1C(=O)N(Cc1ccccc1)Cc1ccccc1
    93	98	-5	3	2	6	2	88
COc1cc(NS(=O)(=O)c2ccc(NC(C)=O)cc2)cc(OC)c1
    107	102	-2	8	0	-6	9	105
CSc1scc2c1-c1nc(SCC(=O)C(C)(C)C)ncc1CC2
    88	96	-2	-1	17	6	2	108
FC(F)(F)c1cccc(OCc2nnc3n2CCC3)c1
    94	100	12	2	1	8	-7	92

Next part, overlapping the part above by 7 compounds.
Order of values – MEP2-GFP yeast	RPL19A-GFP yeast	EBNA-1 inh	proCasp3 act	AHR act	ZTA counter	proCasp7 act	LAP4-GFP MLPCN
Cc1cc(C)cc(NCCC#N)c1
    101	100	2	2	4	-1	-4	105
Cc1[nH]c2ccc(F)cc2c1CCN(Cc1cccnc1)C(=S)Nc1ccc(F)cc1
    101	96	-8	5	2	-12	2	108
CCC[C@@H]1Cc2ccccc2N1C(C)=O
    89	97	.	5	1	14	12	87
O=C(O)c1cc(Cl)c(Cl)cc1C(=O)N(Cc1ccccc1)Cc1ccccc1
    93	98	-5	3	2	6	2	88
COc1cc(NS(=O)(=O)c2ccc(NC(C)=O)cc2)cc(OC)c1
    107	102	-2	8	0	-6	9	105
CSc1scc2c1-c1nc(SCC(=O)C(C)(C)C)ncc1CC2
    88	96	-2	-1	17	6	2	108
FC(F)(F)c1cccc(OCc2nnc3n2CCC3)c1
    94	100	12	2	1	8	-7	92
COc1cccc(C=NCCCN=Cc2cccc(OC)c2O)c1O
    107	102	-5	7	4	-8	0	85
COc1ccc(Cl)cc1S(=O)(=O)n1c([N+](=O)[O-])cnc1C
    113	104	7	11	2	-13	2	102
CC(C)(C)NCc1ccc(OCc2cccs2)cc1
    102	97	1	1	4	16	5	98
O=C(CN1CCOCC1)Nc1ccc(-c2nc3ccccc3[nH]2)cc1
    101	101	4	0	9	-2	10	94
CCOC(=O)c1cnc2c(C)c(Cl)ccc2c1NCCCN1CCOCC1
    103	103	-4	-6	-2	-15	-5	86
COc1ccc(CCNC(=O)CCc2nc3ccccc3[nH]2)cc1OC
    102	97	1	-4	2	-5	-2	102
O=[N+]([O-])c1ccc(S(=O)(=O)N/N=C/c2ccc3c(c2)OCO3)cc1
    96	107	-3	9	-1	-9	2	76
CCOCCCNCc1cn(-c2ccc(F)cc2F)nc1-c1ccccc1C
    97	96	7	1	6	-11	2	100
O=C(Nc1ccccc1)N1CCN(c2ncccn2)CC1
    102	98	-7	3	-3	-6	5	98
c1ccc(-c2csc(Cc3nnc4n3CCCCC4)n2)cc1
    110	105	-4	-9	8	2	8	105
CC(C)c1ccccc1NC(=O)CC1(CC(=O)O)CCCC1
    103	100	-9	0	7	-15	4	101
O=C(NCc1ccccc1)N1CCN(c2ccc(Cl)c(Cl)c2)CC1
    100	101	3	7	-1	2	9	94
CC(=O)NCCc1nc2ccccc2n1Cc1ccc(Cl)cc1
    111	99	2	1	1	-5	3	114
COc1cccc(-c2csc(N3CCN(C(=O)C4CCCCC4)CC3)n2)c1
    92	93	-10	-2	-1	-3	-22	95
Cc1cc(C)nc(NC(=O)C2c3ccccc3Oc3ccccc32)n1
    102	96	2	-3	3	-4	-8	100
COc1ccc(C/C(N)=N/OC(=O)c2ccco2)cc1OC
    97	97	-10	-12	4	6	2	99
S=C(NC1CC1)N1CCc2ccccc2C1
    102	98	2	6	3	-26	-5	101
CCOc1ccc(NC(=O)NC2CCS(=O)(=O)C2)cc1 (stereo unspecified)
    99	97	-11	-5	3	4	-7	84
Cc1ccc(S(=O)(=O)N2CCN(Cc3cc(C(C)(C)C)ccc3O)CC2)cc1
    104	102	6	6	0	-8	-4	100
